High-throughput results (PubChem BioAssay)
3CLpro inhibitor: SARS-CoV 3CLpro protease inhibitors, primary screen, biochemical, quenched FRET. Replicase polyprotein 1ab (Severe acute respiratory syndrome coronavirus), P0C6X7. recombinant SARS-CoV 3CLpro, quenched FRET peptide cleavage. inhibition, % at 6 µM. 290,000 compounds, 0.14% hits; in the data active = inhibition above about 12%
CCHF vOTU inh: CCHFV vOTU protease inhibitors, primary screen, biochemical, Pep-AMC substrate, fluorescence; inhibition, % at 11.5 µM; 370,000 compounds, 0.55% hits; AID 651958, 2012; in the data active = inhibition above about 30%; also: 0% = vehicle wells with enzyme and 100% = no enzyme wells
PriA SSB inh: inhibitors of Klebsiella pneumoniae PriA binding to SSB C-terminal tail, primary screen, biochemical, AlphaScreen | PriA–SSB C-terminal tail interaction (Klebsiella pneumoniae) | AlphaScreen SSBct-PriA binding, biotinylated peptide | inhibition, % at 33 µM | 430,000 compounds, 0.6% hits; in the data active = inhibition mostly above about 37%, no sharp cut-off; inactive = mostly below about 20%;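 also: plate controls were negative control peptide for no effect and reference peptide for full effect; strong numbers were not always called active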
PrPC surface inh: inhibitors of human cell surface prion protein PrPC, primary screen, cell-based, TR-FRET | Major prion protein (Homo sapiens), P04156 | TR-FRET read-out | inhibition, % at 13.8 µM | 370,000 compounds, 0.43% hits | AID 720596, 2013; in the data active = inhibition above about 24%; also: 0% = median of the test wells and 100% = reference compound wells
BoNT-A LC inh2: BoNT/A light chain protease inhibitors, primary screen, biochemical, flow cytometry, MLPCN library | 360,000 compounds, 0.17% hits | Botulinum neurotoxin type A light chain protease (Clostridium botulinum A str. ATCC 3502) | inhibition, % at 10 µM | multiplex microsphere protease substrate cleavage | AID 588499, 2011; also: plate controls were buffer without enzyme for full effect and enzyme alone for no effect
Anthrax LF prot: Bacillus anthracis LF protease inhibitors, primary screen, biochemical, multiplex microsphere, MLPCN library. Lethal factor (Bacillus anthracis), P15917. multiplex microsphere protease cleavage assay. 360,000 compounds, 0.12% hits. inhibition, % at 10 µM; also: plate controls were buffer without enzyme for full effect and enzyme alone for no effect
Target sequence (P15917 whole entry, looked up): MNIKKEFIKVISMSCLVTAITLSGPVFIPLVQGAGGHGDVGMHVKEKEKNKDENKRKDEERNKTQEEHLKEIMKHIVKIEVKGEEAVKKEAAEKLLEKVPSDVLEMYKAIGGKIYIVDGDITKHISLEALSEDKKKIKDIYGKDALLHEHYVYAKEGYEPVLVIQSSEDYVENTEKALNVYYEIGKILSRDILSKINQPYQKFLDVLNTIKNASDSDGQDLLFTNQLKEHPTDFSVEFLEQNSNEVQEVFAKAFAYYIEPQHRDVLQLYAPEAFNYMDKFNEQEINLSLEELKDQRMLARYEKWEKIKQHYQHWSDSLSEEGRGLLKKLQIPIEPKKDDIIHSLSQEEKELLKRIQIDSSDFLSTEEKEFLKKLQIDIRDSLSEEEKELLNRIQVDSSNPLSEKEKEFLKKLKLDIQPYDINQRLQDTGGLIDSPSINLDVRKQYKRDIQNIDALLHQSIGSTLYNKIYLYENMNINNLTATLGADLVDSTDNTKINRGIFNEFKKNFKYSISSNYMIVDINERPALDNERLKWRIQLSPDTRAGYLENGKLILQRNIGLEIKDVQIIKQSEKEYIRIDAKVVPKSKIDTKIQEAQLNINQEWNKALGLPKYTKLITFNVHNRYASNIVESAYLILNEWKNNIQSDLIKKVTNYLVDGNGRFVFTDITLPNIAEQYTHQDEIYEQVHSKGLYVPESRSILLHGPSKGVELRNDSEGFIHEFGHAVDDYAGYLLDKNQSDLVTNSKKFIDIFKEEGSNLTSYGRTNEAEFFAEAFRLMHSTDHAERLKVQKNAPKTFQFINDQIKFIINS
BoNT F protease: BoNT/F light chain protease inhibitors, primary screen, biochemical, flow cytometry, MLPCN library; 360,000 compounds, 0.22% hits; Botulinum neurotoxin type F light chain protease (Clostridium botulinum); Multiplex microsphere protease cleavage assay; AID 588497, 2011; inhibition, % at 10 µM; in the data active = inhibition above about 35%, passing the limit was not always enough; inconclusive = no clear call, values can overlap the other calls; also: plate controls were buffer without enzyme for full effect and enzyme alone for no effect
MazEF act: activators of E. coli MazEF toxin-antitoxin RNase, primary screen, biochemical, fluorescence, uHTS; FAM/BHQ RNA-DNA oligo cleavage fluorescence, 5 h; activation, % at 20 µM; 350,000 compounds, 0.32% hits; in the data active = activation above about 50%
DUSP3 inh: VHR1 phosphatase inhibitors, primary screen, biochemical, absorbance, uHTS. recombinant VHR phosphatase, pNPP absorbance. inhibition, % at 13.3 µM. 290,000 compounds, 0.52% hits; in the data active = inhibition above about 50%; also: some compounds called inactive have numbers as strong as hits
Target sequence (P51452 whole entry, looked up): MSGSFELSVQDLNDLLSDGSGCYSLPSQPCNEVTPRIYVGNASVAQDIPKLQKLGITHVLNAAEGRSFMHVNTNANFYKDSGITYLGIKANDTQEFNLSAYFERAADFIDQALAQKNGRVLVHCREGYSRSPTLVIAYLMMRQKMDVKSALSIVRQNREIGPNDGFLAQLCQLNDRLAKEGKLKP
Rv3671c inh: Rv3671c serine protease inhibitors, primary screen, biochemical, fluorescence polarization, M. tuberculosis H37Rv | inhibition, % at 5.96 µM | 320,000 compounds, 0.048% hits | P9WHR9; in the data active = inhibition above about 38%;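 also: extracellular domain of Rv3671c used as enzyme; 0% = enzyme with DMSO and 100% = no enzyme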
* = called active by the depositor; ? = inconclusive; . = not tested or not shown; & = joins results of further samples. Rule as the data show it, unless noted: active = inhibition above about 30%; inconclusive = no clear call, values can overlap the other calls; inactive = below that.

SMILES | 3CLpro inhibitor | CCHF vOTU inh | PriA SSB inh | PrPC surface inh | BoNT-A LC inh2 | Anthrax LF prot | BoNT F protease | MazEF act | DUSP3 inh | Rv3671c inh
O=C(Nc1ccc(C(=O)NCCCN2CCN(c3ccccc3)CC2)cc1)C1=CSCCO1 | -6 | 8 | 0 | -8 | 0.6 | 1 | -7 | -2 | 1 | 8
Cc1ccc(C(C#N)c2ccc3c(C(F)(F)F)cc(C(F)(F)F)nc3n2)cc1 (centres undefined) | 4 | 14 | 30 | -5 | -0.6 | -5 | -14 | 5 | 14 | 8
O=C(c1cc2nc(-c3ccco3)cc(C(F)(F)F)n2n1)N1CCN(c2ccc(F)cc2)CC1 | 2 | -6 | 6 | -7 | 3.2 | 0 | -4 | -5 | 26 | 3
COc1ccc(NS(=O)(=O)c2ccc(NC(=S)NC(=O)C(C)C)cc2)cc1 | 4 | 27 | 9 | 20 | -0.6 | -2 | -22 | 7 | 9 | -7
CC1(C)Cc2c(sc3c2c(N)nc(=S)n3Cc2ccc(Br)cc2)CO1 | 5 | -3 | -19 | 5 | -2.2 | -2 | -20 | -11 | 0 | 2
CCn1c(Oc2ccccc2F)nc2c1c(=O)n(C)c(=O)n2C | 2 | -11 | -3 | 1 | -3.8 | 9 | -22 | 7 | 6 | 0
CC(=O)c1ccc(N2CCN(c3ccc(S(=O)(=O)NCCN(C)C)cc3[N+](=O)[O-])CC2)cc1 | 4 | 11 | 14 | -22 | -0.5 | -2 | -3 | 5 | 1 | 3
O=C(Nc1ccc2nc3ccccc3nc2c1)c1ccccc1 | 3 | -3 | -1 | -35 | 63* | 23 | 26 | -3 | 30 | -13
CCc1ccc(CNC(=O)C2CCCN(c3nc4ccccc4o3)C2)cc1 (centres undefined) | -2 | 0 | -1 | -4 | 0.5 | -3 | 3 | -3 | 26 | -2
CC(C)(C)OC(=O)N1CCC[C@H]1C(=O)O | 1 | 4 | -5 | 6 | 0.5 | 1 | -11 | 8 | -3 | 2
O=C(O)Cc1coc2cc3c(cc12)CCC3 | -2 | 1 | 0 | -6 | -0.8 | 1 | 0 | 4 | 24 | -9
CN(C)S(=O)(=O)c1ccc(C(=O)NCc2ccccn2)cc1 | 0 | 2 | -10 | 10 | 1.0 | 0 | 4 | -7 | 40 | 0
Cc1ccc(/C=N/NC(=O)c2nnn(-c3nonc3N)c2-c2ccccc2)o1 | 0 | 7 | . | -1 | 0.6 | -1 | -3 | 7 | 10 | -2
COc1ccc(C(=O)NCCS(=O)(=O)NCc2ccc3c(c2)OCO3)cc1 | . | -5 | -9 | 5 | -1.8 | ? | -11 | 4 | . | -1
CCN(CC)S(=O)(=O)c1cc(C(=O)OCC(=O)c2ccc3c(c2)NC(=O)CO3)ccc1F | -2 | 6 | -10 | -1 | 0.2 | -1 | -2 | -7 | 36 | 0
CCOC(=O)c1cccc(N2C(=O)c3ccccc3S2(=O)=O)c1 | -4 | 1 | -26 | -4 | -0.3 | -3 | -3 | -1 | -8 | 7
Cn1c(N)c(C(=O)CSc2n[nH]c(-c3ccccc3)n2)c(=O)n(C)c1=O | . | -2 | -19 | -2 | -0.2 | -1 | 2 | -1 | . | 0
O=C(NCc1ccc(Cl)cc1)N1CCN(S(=O)(=O)c2ccccc2)CC1 | -3 | 1 | 1 | -2 | -0.5 | -3 | -2 | -1 | 12 | -11
CCOC(=O)Nc1cc2c(cc1C(C)=O)OCO2 | 8 | -3 | -16 | 5 | -0.8 | -1 | 4 | 9 | -9 | -2
N#Cc1ccccc1OCCN1C(=O)c2ccccc2C1=O | 3 | -4 | -17 | 0 | -0.6 | -6 | -8 | 1 | 14 | -4
O=C(COC(=O)c1ccc(Cl)c([N+](=O)[O-])c1)Nc1ccccc1OC(F)F | 1 | -6 | -3 | -11 | -1.0 | -2 | -3 | -8 | 0 | -2
CCCCCN(C(=O)CCC(=O)OC(C)C(=O)Nc1ccccc1C)c1c(N)n(CCCC)c(=O)[nH]c1=O (centres undefined) | . | 3 | . | 1 | -0.4 | 1 | -9 | 3 | . | .
O=C(NNC(=O)c1ccc(SCC2CCCO2)c([N+](=O)[O-])c1)c1ccc(Cl)c([N+](=O)[O-])c1 (centres undefined) | -2 | 13 | 8 | -31 | 6.1 | -1 | 5 | -6 | 6 | -8
COc1ccccc1OCC(=O)OCC(=O)NC1CCCCC1 | . | 9 | -17 | 6 | -0.5 | -8 | -1 | -4 | . | 3
Cc1cccc(C)c1-n1nnnc1C(c1ccccc1)N1CCN(C/C=C/c2ccccc2)CC1 (centres undefined) | . | 18 | . | 5 | -1.4 | -2 | 4 | . | . | .
O=C(CCl)Nc1ncc(S(=O)(=O)c2ccc([N+](=O)[O-])cc2)s1 | . | 7 | 8 | -16 | 0.2 | -1 | -8 | -2 | . | 4
C=CCSc1nc(NC)c2sccc2n1 | 5 | -5 | -22 | 6 | -0.3 | -2 | -12 | 9 | -8 | -6
COc1cc(C(=O)Oc2cc(N)n(S(=O)(=O)c3ccccc3)n2)cc(OC)c1OC | 8 | 15 | 6 | 3 | 2.0 | 1 | 2 | 27 | 39 | 7
COc1ccc(N(C(=O)c2ccncc2)S(=O)(=O)c2cccs2)cc1 | -6 | 7 | -3 | -5 | 0.2 | -3 | -4 | 2 | -1 | 5
CC(=O)C1=C(O)C(=O)N(c2ccc(O)cc2)C1c1ccc([N+](=O)[O-])cc1 (centres undefined) | -3 | -6 | -9 | -4 | -1.2 | -1 | -3 | 12 | -5 | 9
CCn1c(SCC(=O)Nc2nc(C)c(C)s2)nnc1-c1ccco1 | -5 | 2 | -7 | -4 | 0.2 | 2 | 2 | -5 | 6 | -4
Cc1ccc(OCCOC(=O)c2cc(S(=O)(=O)N3CCCCC3)ccc2N2CCOCC2)cc1 | . | -5 | -8 | 11 | -2.3 | -4 | -4 | 6 | . | -4
O=Nc1c(O)n(Cc2ccc(Cl)cc2Cl)c2ccccc12 | 4 | 11 | 10 | -7 | 0.1 | -8 | 3 | 8 | 17 | -109
CCOC(=O)c1ccccc1NS(=O)(=O)c1ccccc1F | 4 | 2 | -18 | 0 | -0.4 | -1 | -11 | 1 | 11 | 4
COc1cccc(OC)c1C(=O)N1CCN(Cc2ccccc2F)CC1 | . | 4 | . | 0 | -0.4 | -11 | 0 | 5 | . | .
COCCCN1CC(=O)N2C(c3ccc(C)cc3)c3[nH]c4ccccc4c3C[C@H]2C1=O (some centres undefined) | 0 | 0 | 18 | -9 | 0.1 | -9 | 10 | -2 | 16 | 2
Cc1cc(C)c(NC(=O)COC(=O)Cn2nc(-c3ccccc3)oc2=O)c(C)c1 | . | -9 | -5 | -3 | 0.5 | -5 | 19 | -2 | . | -2
O=C(Nc1cc(N2CCCCC2)ncn1)c1ccccc1 | 1 | 8 | 6 | 6 | -1.4 | -6 | -9 | 7 | 21 | 1
FC(F)(F)c1ccccc1NC(=S)NN1CCOCC1 | 0 | 1 | -3 | 2 | 0.2 | -3 | 2 | 1 | 15 | -3
Cc1cc(N/C=C/C(=O)c2cccs2)ccc1F | 3 | 0 | -9 | 4 | 0.6 | -4 | -3 | 7 | 12 | -2
Cc1cc(C)n(C(=O)CCCCCC(=O)n2nc(C)cc2C)n1 | 0 | 6 | -22 | -5 | 0.6 | 1 | 7 | 0 | 9 | 1
CCOc1ccc(C(=O)NCc2ccccc2OC)cc1 | 0 | -21 | -10 | 2 | -0.7 | 1 | 3 | 5 | -5 | -3
Fc1cccc(CN2CCN(Cc3nc(-c4cnccn4)no3)CC2)c1 | -1 | -3 | -1 | -4 | -0.2 | -4 | 0 | -4 | 22 | -1
CCN(CC)C(=O)CSc1nc2ccccc2c(=O)n1CC | 0 | 7 | -5 | 3 | -0.2 | 0 | 2 | 13 | 37 | 4
CN(C)CC(O)CN(c1ccccc1)c1ccccc1 (centres undefined) | -4 | 4 | -4 | -8 | . | . | . | 0 | 21 | 0
CCN(Cc1ccccc1)c1cc2c(c3c1ccn3C)C1CCC2C1 (centres undefined) | . | 7 | . | -4 | -0.4 | -21 | -8 | . | . | .
CCNC(=O)c1ccc(-n2nc(C)cc2-c2ccccc2)cc1 | -2 | -2 | -9&-6 | -2 | -0.2 | 4 | -1 | 4 | 16 | 2
COc1ccc(C(=O)/C=C/N2CCCCC2)cc1OC | 4 | 0 | -12 | 3 | -0.4 | -9 | -6 | 5 | 24 | -11
O=C(CSc1ccccc1)N(c1ccc(Br)cc1)c1nccs1 | -3 | 11 | -61 | 14 | 0.5 | -4 | -6 | -6 | 4 | -4
CC(NC(=O)C(NS(=O)(=O)c1cccs1)C(C)C)c1ccc(S(N)(=O)=O)cc1 (centres undefined) | . | 8 | -16 | 2 | 0.8 | 2 | 7 | 3 | . | -3
COc1cc(CNCCc2ccc(S(N)(=O)=O)cc2)ccc1OCc1ccc(Cl)cc1 | 5 | -11 | 14 | -17 | -1.9 | -10 | -29 | 14 | 4 | -5
C/C=C/Cn1c(Br)nc2c1c(=O)n(C)c(=O)n2C | -4 | -13 | -9 | -2 | 0.1 | -2 | -1 | 4 | -1 | -8
COc1cccc(CN(C)CC(=O)Nc2cccc(S(=O)(=O)N(C)c3ccccc3)c2)c1OC | . | 16 | -3 | 4 | 0.2 | -6 | -8 | -2 | . | .
O=c1[nH]c(N/N=C/c2cc3c(cc2[N+](=O)[O-])OCO3)nc2ccccc12 | 2 | -10 | . | 8 | -0.5 | -8 | 5 | 24 | -2 | 1
CC(NC(=O)c1ccc(Cl)cc1)c1nnc(SCc2ccc([N+](=O)[O-])cc2)n1C (centres undefined) | 0 | 5 | -13 | -4 | 0.2 | -1 | 8 | -1 | 13 | -4
CS(=O)(=O)c1ccc(C(=O)Nc2cc(S(C)(=O)=O)ccc2Cl)cc1 | 3 | -9 | -5 | -3 | -0.7 | 1 | -5 | 1 | 13 | 2
O=C(Nc1nnc(S(=O)(=O)N2CCN(c3ccc(F)cc3)CC2)s1)c1ccco1 | 0 | -8 | -11 | -6 | -2.0 | -3 | -9 | 4 | 1 | 2
CC1CCN(C(=O)CN2C(=O)NC(c3ccccc3)(c3ccccc3)C2=O)CC1 | . | 13 | 3 | 0 | -1.5 | -9 | -2 | 7 | . | 6
Cc1ccc(NC(=O)CCn2c(=O)[nH]c3ccsc3c2=O)cc1 | 1 | -2 | 1 | -2 | . | . | . | -1 | -11 | 1

These rows are one share of the data (hit frequency here may not be typical).
